Bioassay records as filed in PubChem BioAssay.
CHX counter: Cycloheximide Counterscreen for Small Molecule Inhibitors of Shiga Toxin; cell reporter, cycloheximide protein synthesis inhibition counterscreen; max response, %; hit rate 12% among 300,000; in the data active = max response mostly above about 13%, no sharp cut-off; inactive = mostly below about 14%; also: read at 38.3 µM for the half of the compounds with a filed dose; 0% is about no effect
Pf growth 96h: Primary qHTS for delayed death inhibitors of the malarial parasite plastid, 96 hour incubation. hit rate 6.9% among 320,000. P. falciparum luciferase reporter growth, 96 h. Potency, µM (series often up to 28.7 µM), for inactives: at the top dose activity change, negative = inhibition, actives largely listed as inhibitors; also: potency is read from the fitted curve at half-maximal effect; % is scaled to controls: 0 for no effect and ±100 for the full control effect
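96 h incubation, 37 C, 5% CO2, of luciferase-reporter P. falciparum-infected RBCs (2% hematocrit, 0.05% parasitemia final) with test compounds; endpoint luminescence.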
LmPK inhibitor: qHTS Assay for Inhibitors of Leishmania Mexicana Pyruvate Kinase (LmPK); Q27686; purified LmPK, Kinase-Glo ATP luminescence, 1 h; Potency, µM (highest dose often 57.5 µM), without a hit: at the top dose activity change, negative = inhibition, hits mostly inhibitors; hit rate 0.37% among 290,000; AID 1721, 2009; also: potency is read from the fitted curve at half-maximal effect; % is scaled to controls: 0 for no effect and ±100 for the full control effect
Target sequence (Q27686 whole entry, looked up): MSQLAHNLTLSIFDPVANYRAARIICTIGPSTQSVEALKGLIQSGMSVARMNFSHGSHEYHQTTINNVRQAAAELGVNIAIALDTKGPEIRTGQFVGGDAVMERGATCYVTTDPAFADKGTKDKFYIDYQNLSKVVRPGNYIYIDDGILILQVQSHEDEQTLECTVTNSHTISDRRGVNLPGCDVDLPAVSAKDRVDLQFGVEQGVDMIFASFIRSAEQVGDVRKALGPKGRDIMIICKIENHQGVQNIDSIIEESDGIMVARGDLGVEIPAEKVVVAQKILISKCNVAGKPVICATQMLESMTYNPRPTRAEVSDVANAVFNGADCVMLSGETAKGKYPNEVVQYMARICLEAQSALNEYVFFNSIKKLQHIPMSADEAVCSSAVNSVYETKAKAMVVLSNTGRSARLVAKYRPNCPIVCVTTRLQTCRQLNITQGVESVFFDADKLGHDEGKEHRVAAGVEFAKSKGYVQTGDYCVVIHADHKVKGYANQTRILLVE
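Purified LmPK (0.1 nM) converted ADP (0.1 mM) to ATP with PEP (0.5 mM) in imidazole buffer pH 7.2 with KCl and MgCl2, 1 h at room temperature. ATP was read by Kinase-Glo luminescence; data normalized to uninhibited and no-enzyme controls.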
AMA1-RON2 inh: qHTS for Inhibitors of AMA1-RON; Towards Development of Antimalarial Drug Lead: Primary Screen. Plasmodium falciparum AMA1 (3D7) - RON2 peptide interaction. AlphaScreen AMA1-biotinylated RON2 peptide binding. Potency, µM (highest dose often 58.2 µM), without a hit: at the top dose activity change, negative = inhibition, most hits filed as inhibitors. hit rate 0.2% among 360,000. AID 720542, 2013;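 also: potency is read from the fitted curve at half-maximal effect; 0% = vehicle wells and -100% = peptide control; nearly all actives have a fitted effect of over 45% in size; some results filed as inactive show a strong effect at the top dose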
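AMA1 (3D7) with his tag at 25 nM final met compounds first, then biotinylated RON2 peptide at 25 nM; detection used donor plus acceptor beads, 10 µg/mL apiece, read by AlphaScreen after 30 min at room temperature.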
Shiga toxin inh: A qHTS for Small Molecule Inhibitors of Shiga Toxin; Vero cells, Shiga toxin protein synthesis inhibition reporter; inhibition, % at 38.7 µM; hit rate 9.2% among 290,000; AID 2315, 2010; in the data active = inhibition mostly above about 28%, no sharp cut-off; inactive = mostly below about 43%; also: 0% is about no effect
Tb PYK inh: qHTS of Trypanosoma Brucei Inhibitors; TbPYK enzyme, Kinase-Glo Plus ATP luminescence, 45 min; Potency, µM (doses to about 76.8 µM), inactives show at the highest dose activity, negative = inhibition, actives largely listed as inhibitors; AID 624173, 2012; hit rate 0.12% among 410,000; also: potency is read from the fitted curve at half-maximal effect; % is scaled to controls: 0 for no effect and ±100 for the full control effect; nearly all actives have a fitted effect of over 50% in size
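Assay buffer: 50 mM TEA pH 7.2, 100 mM KCl, 10 mM MgCl2, 0.05% BSA, 0.01% Tween-20. Pyruvate kinase from T. brucei plus substrate met compound, then ADP (130 uM final). Luminescence was read post 45 min RT.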
Pf growth 48h: Primary qHTS for delayed death inhibitors of the malarial parasite plastid, 48 hour incubation | P. falciparum luciferase growth in erythrocytes, 48 h | hit rate 5.9% among 310,000 | AID 504832, 2011 | Potency, µM (top dose mostly 28.7 µM), for inactives: at the highest dose activity change, negative = inhibition, most hits filed as inhibitors; also: potency is read from the fitted curve at half-maximal effect; % is scaled to controls: 0 for no effect and ±100 for the full control effect
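Here the parasites carry a stable luciferase gene and grow inside erythrocytes in Albumax-based RPMI medium with compound for one erythrocytic cycle. Activity is scored as loss of luminescent signal.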
* hit, by the source's call; ? = inconclusive; . = no result given; [ ] = another dose, or the depositor's remark. Unless noted, calls follow the shape of the dose curve; as a rule, active = well fitted curve in the direction sought with a large enough effect; inconclusive = small, poorly fitted or top-dose-only effect, or another doubt; inactive = no such curve, though single readings can be large; an effect the other way counts as inactive or inconclusive.

SMILES	CHX counter	Pf growth 96h	LmPK inhibitor	AMA1-RON2 inh	Shiga toxin inh	Tb PYK inh	Pf growth 48h
CC1(C)c2[nH]c3ccccc3c2C[C@H]2C(=O)N(CCCCCO)CC(=O)N21	-2	-13%	-8%	-5%	-2	-1%	?
COc1ccc(S(=O)(=O)N2CCOCC2)cc1NC(=O)Cc1ccc(Cl)c(Cl)c1	-1	0%	4%	15%	12	3%	-21%
CN(Cc1ccccc1O)CC1CCCN(CCc2ccc(Cl)cc2)C1 (configuration not stated)	-3	-14%	-9%	-9%	-3	-5%	10µM*
CCOC(=O)c1c(-c2cccs2)csc1NC(=O)CSc1ncn[nH]1	-3	48%[activator]	1%	13%	-7	-3%	-11%
CCCCCCCC(=O)NN=C1CCN(Cc2ccccc2)CC1	-5	-10%	-2%	17%	15	-6%	-4%
C=CCn1c(C)cc(C(=O)COC(=O)C2CC(=O)N(CCc3ccc(OC)c(OC)c3)C2)c1C (configuration not stated)	.	16%	.	-15%	.	3%	1%
Cc1cc(C(=O)OCC(=O)NCCc2ccccc2)c(C)o1	-1	2%	1%	38%[activator]	-15	1%	25%
CC(=O)c1c(O)cc(=O)n(-c2ccccc2)c1-c1cccc2ccccc12	-3	-5%	2%	-1%	22	-3%	17%
CC(=O)Nc1ccc(S(=O)(=O)NC2(C(F)(F)F)NC(=O)N(C3CCCCC3)C2=O)cc1 (configuration not stated)	-5	-13%	-2%	6%	-1	-2%	.
Cc1c(Cl)cccc1-c1ccc(C(=O)N2CCN(c3ccc([N+](=O)[O-])cc3)CC2)o1	-2	-6%	-1%	-11%	25	?	2%
CC(=O)OC(C(=O)NC1CCCCC1)c1ccc(C)cc1 (configuration not stated)	-1	14%	0%	-12%	12	-4%	15%
CC(CC(=O)Nc1cccc(Cl)c1)c1ccccc1 (configuration not stated)	8	481%[activator]	-1%	14%	34	-8%	-4%
COc1ccccc1-n1cnc2c(c1=O)c1nc3ccccc3nc1n2-c1ccc(C)cc1	-2	?	-1%	13%	-3	2%	-4%
COc1ccc(C(c2nnnn2Cc2ccccc2)N2CCN(c3nc4ccccc4s3)CC2)cc1OC (configuration not stated)	-2	18%	4%	?	13	1%	10µM*
S=c1nc(-c2ccccc2)n(CCN2CCOCC2)c2c1CCCC2	-1	9%	-1%	0%	-11	-12%	1%
COc1ccc(NC(=O)COc2ccc3c(c2)OCO3)cc1	8	23%	0%	-25%	32	-16%	-11%
Cc1cccc(NC(=O)C2CCN(S(=O)(=O)c3ccc4c(c3)OCCO4)CC2)n1	.	?	.	-8%	.	1%	-10%
CC1CCOC2(O1)C(=O)N(CN1CCN(c3cccc(Cl)c3)CC1)c1ccccc12 (configuration not stated)	-1	17%	2%	-4%	-8	3%	1%
CN(C)C(=O)CCC(=O)N1CCCC(N2CCN(c3cccc(C(F)(F)F)c3)CC2)C1 (configuration not stated)	1	-29%	-6%	-4%	-4	3%	2%
CN1CCN(C(=O)c2ccccc2NC(=O)c2cccs2)CC1	-3	23%	1%	2%	61	7%	12%
CCn1nc(NS(=O)(=O)c2cccc3nonc23)c2cc3ccc(C)cc3nc21	-4	?	-8%	-8%	-3	0%	10%
CC(=O)Nc1ccc(SC[C@H](C)CN2CC[C@H](C(C)(C)C)CCC2=O)cc1	.	?	.	-14%	.	-1%	?
CSC(=NC#N)N1CCN(c2c(C)cccc2C)CC1	5	?	-1%	-29%	-10	7%	?
COc1cc(C(=O)Nc2ccc(C)cn2)ccc1OCC(=O)N1CCOCC1	.	55%[activator]	.	0%	.	3%	51%[activator]
Cc1ccc(-n2c(CSc3nc(C)cc(C)n3)nnc2SCC(=O)NCc2ccco2)cc1	30	?	5%	0%	21	2%	?
SMILES	CHX counter	Pf growth 96h	LmPK inhibitor	AMA1-RON2 inh	Shiga toxin inh	Tb PYK inh	Pf growth 48h
Cc1c(CCC(=O)N[C@@H](CC(C)C)C(=O)O)c(=O)oc2c(C)c3oc4c(c3cc12)CCCC4	-2	?	3%	2%	-1	-7%	2.3µM*
COc1cc(C(=O)O)ccc1O	-4	-5%	-4%	0%	-14	5%	10%
COc1ccc(CNC(=O)CN2C(=O)CSc3ccc(S(=O)(=O)N4CCOCC4)cc32)cc1	-7	3%	1%	-16%	4	5%	1%
CC(C)CNS(=O)(=O)c1ccc(CCC(=O)O)cc1	-1	18%	-7%	-1%	-3	-12%	12%
O=C(c1ncc[nH]1)c1ccco1	4	84%[activator]	-2%	-8%	50	2%	26%
O=S(=O)(c1cccc2cccnc12)N1CCN(Cc2ccccc2)CC1	-1	70%[activator]	-6%	-9%	-12	0%	9%
O=C(Cc1ccc(Cl)cc1)N/N=C/c1c(Cl)cccc1Cl	-3	18%	1%	-8%[11.6 µM]	-15	0%	37%[activator]
Cc1nn(C)cc1CN(C)S(=O)(=O)c1cccc([N+](=O)[O-])c1	-1	-24%	-3%	18%	-8	-1%	7%
CC(=O)CSc1nc2c(c(=O)[nH]c(=O)n2C)n1Cc1ccccc1Cl	0	469%[activator]	9%	19%	1	1%	0%
O=C(c1cccc(C(F)(F)F)c1)C1CCCN(C(=O)c2cc(C3CC3)[nH]n2)C1 (configuration not stated)	16	58%[activator]	10%	-6%	21	-3%	?
Cc1ccc(CC(=O)N/N=C/c2ccc3c(c2)OCO3)cc1	26*	-8%	-3%	2%	43*	3%	60%[activator]
COc1ccc(NC2CCCN(C(=O)c3ccc(OC)cc3OC)C2)cc1 (configuration not stated)	1	10%	4%	-3%	-6	-14%	-28%
Cc1cc2nc(C)n(CCCNC(=O)Nc3ccc(F)cc3)c2cc1C	-4	.	-5%	31%	-19	2%	12µM*
COc1cccc(N2CCN(c3ccc(S(=O)(=O)N4CCCC4)cc3)CC2)c1	1	?	0%	7%	-6	-8%	33%[activator]
Cc1ccccc1NC(=O)C(=O)NCCc1ccccc1	2	-6%	0%	-8%	35	-2%	15%
Cn1cc(Br)c(C(=O)NNC(=O)c2ccccc2)n1	1	?	-7%	22%	-1	-6%	15%
O=C(Nc1ccc(N2C(=O)c3cccc4cccc(c34)C2=O)cc1)c1ccc(N2CCCCC2)c([N+](=O)[O-])c1	-3	-16%	-2%	-4%	8	-7%	-12%
O=C(/C=C/c1cccc([N+](=O)[O-])c1)NCCN1C(=O)S/C(=C\c2ccc(F)cc2)C1=O	-1	?	-1%	-4%	6	7%	?
Cc1cccc(NC(=O)CSc2nnc3ccc(-c4ccccn4)nn23)c1	.	?	.	-10%	.	12%	-30%
CC1CN=C(NC(=O)c2cccc([N+](=O)[O-])c2)S1 (configuration not stated)	28*	-7%	-9%	-9%	26*	1%	145%[activator]
CCOCCn1c(N2CCN(c3ccccc3)CC2)nc2c1c(=O)n(C)c(=O)n2C	-2	.	-1%	-3%	6	-11%	?
COc1cccc(-c2cc(C(F)(F)F)nc(-n3ccc([N+](=O)[O-])n3)n2)c1	1	?	5%	1%	-10	0%	30%[activator]
O=C1CN(C(=O)COC(=O)CNC(=O)c2ccc(Cl)cc2)c2ccccc2N1	-2	17%	9%	0%	-3	3%	-3%
O=C(NC(=S)Nc1ccc(-c2nc3ncccc3o2)cc1)c1ccccc1F	14	-14%	4%	26%	3	-12%	-12%
CCOC(=O)C1=C(C)N(C)C(=S)NC1c1cccc(Cl)c1Cl (configuration not stated)	0	4%	3%	-3%	12	2%	-27%

Reprinted at random: 4 entries already listed, in no set order.
SMILES	CHX counter	Pf growth 96h	LmPK inhibitor	AMA1-RON2 inh	Shiga toxin inh	Tb PYK inh	Pf growth 48h
Cc1ccccc1NC(=O)C(=O)NCCc1ccccc1	2	-6%	0%	-8%	35	-2%	15%
Cc1nn(C)cc1CN(C)S(=O)(=O)c1cccc([N+](=O)[O-])c1	-1	-24%	-3%	18%	-8	-1%	7%
Cc1cc2nc(C)n(CCCNC(=O)Nc3ccc(F)cc3)c2cc1C	-4	.	-5%	31%	-19	2%	12µM*
COc1cc(C(=O)O)ccc1O	-4	-5%	-4%	0%	-14	5%	10%

New compounds follow.
SMILES	CHX counter	Pf growth 96h	LmPK inhibitor	AMA1-RON2 inh	Shiga toxin inh	Tb PYK inh	Pf growth 48h
O=C(Cc1ccc(S(=O)(=O)N2CCOCC2)s1)N1CCN(c2ccc(C(F)(F)F)cc2[N+](=O)[O-])CC1	.	12µM*	.	-13%	.	2%	?
COCCNC(=S)N/N=C(\C)c1cccc([N+](=O)[O-])c1	9	18%	-2%	44%[activator]	25	-5%	-12%
Cc1c(NC(=O)COC(=O)Cc2ccc(Br)cc2)c(=O)n(-c2ccccc2)n1C	.	?	.	4%	.	6%	-23%
Cc1ccc(/C=N/NC(=O)c2nnn(-c3nonc3N)c2CN(C)C2CCCCC2)cc1	-3	22%	0%	-1%	18	7%	20%
COc1ccc(C(=O)Nc2c(Cl)cc(Cl)cc2C(=O)NCc2ccco2)cc1	10	?	9%	-4%	15	10%	?
COc1ccccc1OCCNC(=O)c1cc(F)c(F)cc1Cl	30*	?	1%	-5%	25*	-3%	38%[activator]
O=C(CSc1n[nH]c(-c2ccncc2)n1)Nc1ccccc1	-7	?	4%	5%	-10	2%	13%
CC(C1CC2CCC1C2)n1c(-c2cccs2)n[nH]c1=S (configuration not stated)	-2	-23%	5µM*	61%[activator]	9	?	?
CCOC(=O)NC(N(O)c1cccc(Cl)c1)C(Cl)(Cl)Cl (configuration not stated)	20*	-2%	15%	-22%	21	-6%	4%
Cc1ccc(S(=O)(=O)N2CCN(C(=O)c3ccccc3OCc3c(C)noc3C)CC2)cc1	.	?	.	-3%	.	8%	-29%
Cc1cc2c(cc(C(=O)OC(C(=O)NCC3CCCO3)C(C)C)n2C)o1 (configuration not stated)	15*	?	-9%	-8%	34	-10%	25%
CC(C)COC(=O)Nc1nnc(SCc2ccccc2F)s1	7	?	2%	?	-11	1%	14%
O=[N+]([O-])c1ccc(Nc2c3ccccc3nc3ccccc23)cc1	15	64%[activator]	12%	?	2	6%	?
COc1cccc2cc(C(=O)Nc3cccc(C)n3)c(=O)oc12	77*	-8%	-1%	-19%	66*	-1%	.
CCCCn1c(=O)[nH]c2ccccc21	-6	-13%	11%	0%	-7	-3%	.
CCOC(=O)c1cc(C)sc1NC(=O)CCC(=O)O	-3	.	4%	-9%	-16	3%	19%
O=C(NC1(Cc2ccc(O)cc2)CCCCC1)c1ccccc1	-1	-2%	3%	2%	1	-5%	-26%
CCOc1ccc(NC(=O)N2CCN(S(C)(=O)=O)CC2)cc1	0	.	0%	461%[activator]	-5	2%	11%
CCOC(=O)C1(C(F)(F)F)N=C(c2ccccc2F)OC(N(C)C)=N1 (configuration not stated)	2	21%	-1%	-5%	2	1%	5%
CCCc1sc(N)nc1-c1ccc(Cl)cc1	-1	?	2%	11%	-6	9%	5%
Cc1ccc(-c2ccc(SCC(=O)NC3CCCCC3)nn2)cc1	7	46%[activator]	2%	3%	25	2%	55%[activator]

Compounds were not picked by outcome (roughly 21% active in at least one column).
